Compound activity (PubChem)
Anthrax LF inh2 = blocks Bacillus anthracis lethal factor protease | multiplex microsphere protease cleavage assay, LF | inhibition, % at 10 µM | 360,000 compounds, 0.12% hits; note: plate controls were buffer without enzyme for full effect and enzyme alone for no effect
Target sequence (P15917 whole entry, looked up): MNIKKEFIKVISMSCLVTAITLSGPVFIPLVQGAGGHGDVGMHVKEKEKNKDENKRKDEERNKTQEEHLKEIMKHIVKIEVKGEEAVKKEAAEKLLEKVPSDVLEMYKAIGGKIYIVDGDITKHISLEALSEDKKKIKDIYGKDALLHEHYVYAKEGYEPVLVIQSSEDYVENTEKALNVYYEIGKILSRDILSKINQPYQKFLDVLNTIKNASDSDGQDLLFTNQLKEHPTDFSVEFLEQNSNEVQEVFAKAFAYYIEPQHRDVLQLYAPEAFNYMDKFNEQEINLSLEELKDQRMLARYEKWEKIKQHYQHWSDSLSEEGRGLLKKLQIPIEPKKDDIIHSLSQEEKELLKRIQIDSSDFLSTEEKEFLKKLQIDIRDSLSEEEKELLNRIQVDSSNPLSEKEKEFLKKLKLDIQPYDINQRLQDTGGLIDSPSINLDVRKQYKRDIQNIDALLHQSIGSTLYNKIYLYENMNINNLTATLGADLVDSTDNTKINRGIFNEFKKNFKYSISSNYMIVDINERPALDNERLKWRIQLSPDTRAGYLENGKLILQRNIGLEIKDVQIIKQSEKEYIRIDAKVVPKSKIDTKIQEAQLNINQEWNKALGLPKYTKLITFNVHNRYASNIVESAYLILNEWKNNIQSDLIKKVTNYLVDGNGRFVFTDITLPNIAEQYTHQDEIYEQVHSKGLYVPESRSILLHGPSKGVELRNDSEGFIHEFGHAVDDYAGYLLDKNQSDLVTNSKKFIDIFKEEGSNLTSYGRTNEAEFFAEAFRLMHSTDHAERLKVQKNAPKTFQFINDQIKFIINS
BoNT F protease = BoNT F light chain protease inhibition | AID 588497 | 360,000 compounds, 0.22% hits | inhibition, % at 10 µM | Multiplex microsphere protease cleavage assay, flow cytometry; in the data active = inhibition above about 35%, passing the limit was not always enough; inconclusive = no clear call, values can overlap the other calls; note: plate controls were buffer without enzyme for full effect and enzyme alone for no effect
PfHsp40 rescue = restores yeast growth despite PfHsp40 toxicity. S. cerevisiae expressing PfHsp40, growth rescue, ATP luminescence. growth rescue, % at 12.5 µM. 340,000 compounds, 0.68% hits; in the data active = growth rescue above about 28%, passing the limit was not always enough; inconclusive = no clear call, values can overlap the other calls;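 note: yeast W303a lacking pdr1 and pdr3 grown in galactose medium; growth measured after three days at 30 °C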
TcdB GH inh = blocks C. difficile toxin B glycohydrolase activity; P18177; TcdB glycohydrolase enzymatic assay, plate reader; inhibition, % at 9.99 µM; 350,000 compounds, 0.24% hits; in the data active = inhibition above about 10%
Y pestis TopoI = blocks Yersinia pestis topoisomerase I activity; Y. pestis Topo-I cleavage product accumulation, plate reader; activity, % at 10 µM; 360,000 compounds, 0.064% hits; AID 504884; in the data active = activity above about 50%, passing the limit was not always enough; inconclusive = no clear call, values can overlap the other calls; note: inactives centre near 2
FadD28 FP inh = blocks FadD28 binding to the bisubstrate probe | fluorescence polarization | inhibition, % at 12.5 µM | 360,000 compounds, 0.22% hits | AID 588549; in the data active = inhibition above about 8.5%, passing the limit was not always enough; inconclusive = no clear call, values can overlap the other calls
CCHFV vOTU inh = CCHFV vOTU protease inhibition; Pep-AMC fluorescence; 370,000 compounds, 0.55% hits; inhibition, % at 11.5 µM; AID 651958; in the data active = inhibition above about 30%; note: 0% = vehicle wells with enzyme and 100% = no enzyme wells
PrPC TRFRET = cell surface PrPC inhibition, primary TR-FRET screen | P04156 | TR-FRET read-out | inhibition, % at 13.8 µM | 370,000 compounds, 0.43% hits; in the data active = inhibition above about 24%; note: 0% = median of the test wells and 100% = reference compound wells
BoNT-A LC inh2 = BoNT A light chain protease inhibition | multiplex microsphere protease substrate cleavage, flow cytometry | inhibition, % at 10 µM | 360,000 compounds, 0.17% hits; note: plate controls were buffer without enzyme for full effect and enzyme alone for no effect
Active calls of the source: *; ? = inconclusive; / = no result given. Cut-off read from the data, not from the text of the source, unless noted: active = inhibition above about 30%; inconclusive = no clear call, values can overlap the other calls; inactive = below that.

SMILES	Anthrax LF inh2	BoNT F protease	PfHsp40 rescue	TcdB GH inh	Y pestis TopoI	FadD28 FP inh	CCHFV vOTU inh	PrPC TRFRET	BoNT-A LC inh2
COC(=O)C1=C(O)CSC1=Nc1cccc(C(F)(F)F)c1	0	-2	0.9	/	5	-0.1	3	-1	-2.5
CCC1=C(OC(=O)N(CC)CC)N2C(=O)OC(=NCCc3c[nH]c4ccccc34)[C@]2(Cc2ccccc2)[C@H]2C1=CC[C@H]1C(=O)N(CC(=O)OC)C(=O)[C@H]12	2	-2	0.8	0.8	8	-4.9	24	0	0.2
CSc1nc(Cl)cc(N(CCO)CCO)n1	-2	2	0.0	/	4	0.4	10	-1	-0.2
O=C(c1ccc([N+](=O)[O-])cc1)N1CCSC1c1cccc(Cl)c1 (configuration not stated)	-3	-13	1.3	0.5	3	-1.9	1	-23	-2.2
O=C(c1c(F)cccc1F)N1CCC(O)(c2ccc(F)cc2)CC1	4	?	-1.0	-0.2	16	1.3	-1	-4	-0.5
COC(=O)c1ccccc1NC(=O)CSc1nnc(-c2cccc(NC(C)=O)c2)n1C	0	2	-1.1	/	10	-4.3	-1	2	-0.1
CCn1c(CSCc2ccc(Cl)cc2)n[nH]c1=S	1	-3	0.6	1.8	1	-3.0	-3	22	-0.1
Cn1c(=O)cc(OCCCC(=O)NCCCN2CCN(Cc3ccccc3)CC2)c2ccccc21	-11	-1	1.8	/	18	0.5	19	-7	-0.6
CCCCn1c(N)c(N(CC)C(=O)c2cccc(C)c2)c(=O)[nH]c1=O	2	-26	0.3	2.8	10	-3.5	4	1	-2.7
Cc1nc([N+](=O)[O-])cn1Cc1cccc([N+](=O)[O-])c1	-2	-5	-0.4	1.4	-14	-2.8	0	-11	0.3
COc1cc(/C=C/C(=O)C2C(=O)C=C(C)OC2=O)cc(OC)c1O (configuration not stated)	1	-2	1.9	/	0	-2.4	6	-7	-0.5
Cc1cccc(NC(=O)c2sc(Cl)nc2-c2ccccc2)c1	-3	-4	-1.1	/	2	-2.2	-4	4	0.3
Cc1cc(NC(=O)CCS(=O)(=O)c2nc(-c3ccccc3)cc(C(F)(F)F)n2)no1	-2	-6	0.5	/	-2	-6.5	12	-4	-0.2
N#Cc1ccc(CSc2ncnc3c2cnn3Cc2ccccc2)cc1	-6	9	1.2	/	4	1.6	1	2	1.6
Cc1cnc(CNC(=O)c2ccc3nc([C@@H]4O[C@H](CO)[C@H](O)[C@H](O)[C@H]4O)[nH]c3c2)cn1	-1	0	/	1.1	-1	0.1	-4	-3	-0.5
O=C1CC(Nc2ccc(N3CCOCC3)cc2)C(=O)N1C1CCCCC1 (configuration not stated)	-2	-15	-0.1	/	0	-1.4	20	-4	-0.3
CC(=O)c1cccc(NC(=O)CC2S/C(=N/N=C3CCCCCC3)NC2=O)c1 (configuration not stated)	0	-10	0.1	0.4	-14	-3.5	-8	4	-2.8
O=C(NC(=S)Nc1cccnc1)c1cccc(Cl)c1	-1	-6	/	0.8	4	-3.2	-6	6	0.0
Cc1cc(C)n(CCc2nc(-c3ccc(C(C)(C)C)cc3)cs2)n1	-6	-12	4.9	-0.9	2	-0.9	16	17	-0.6
CSC(=NC#N)N1CCN(c2c(C)cccc2C)CC1	0	-10	10	-0.5	2	-2.7	10	-2	-0.4
Cc1nc(NC(=O)c2ccc(OCC(C)C)cc2)sc1Cc1ccc2c(c1)OCO2	6	-1	-0.2	0.2	-12	-1.8	-11	5	5.0
O=C1N=c2ccccc2=C1c1sc(=S)n(CC2CCCO2)c1O (configuration not stated)	1	-4	-0.7	/	-9	-1.8	12	-1	0.3
O=C1CN(C(=O)c2ccc(F)c(S(=O)(=O)N3CCOCC3)c2)c2ccccc2N1	-3	-7	0.7	-0.3	-1	0.2	10	1	-1.1
Cc1ccc(C(=O)Nc2nc(=O)n(C(=O)c3ccccc3C)s2)cc1	1	-5	-0.1	/	8	-1.9	3	3	0.0
NC(=O)c1ccc(NC(=O)COC(=O)c2c3c(nc4ccccc24)/C(=C\c2cccs2)CCC3)cc1	-1	-9	-0.6	-0.1	3	-1.7	-9	-1	0.2
CC(C)(C)c1ccc(-n2ncc3c2CCCC3NC(=O)CCC2=NNC(=O)CC2)cc1 (configuration not stated)	-9	1	/	-0.5	23	0.9	-14	7	-0.3
Cc1ccc(NC(=O)C2CCCN(S(=O)(=O)c3ccc(-n4cnnn4)cc3)C2)cc1 (configuration not stated)	20	18	-1.0	-0.4	-2	0.7	-2	6	-1.9
O=C(NCC(c1cccs1)N1CCOCC1)c1ccc([N+](=O)[O-])cc1 (configuration not stated)	0	-16	-0.8	/	0	0.9	1	-14	-1.0
CC(C)C(NS(=O)(=O)c1ccc2c(c1)OCCCO2)C(=O)O (configuration not stated)	1	-2	-0.4	-1.0	-2	-1.0	-4	-1	0.1
O=C(CCN1CCN(S(=O)(=O)c2cccc([N+](=O)[O-])c2)CC1)Nc1ccccc1F	-3	2	0.7	2.3	2	-4.4	-7	-7	-0.3
O=S(=O)(c1ccc(Nc2ccc(-c3ccc4c(c3)OCCO4)nn2)cc1)N1CCCC1	1	-5	0.2	0.5	3	11*	-4	-7	1.8
CC(=O)c1sc(-c2ccc(Cl)cc2)nc1C	-3	-6	0.5	1.3	4	-0.8	2	8	0.1
CSCCC(C(=O)OC1CCOC1=O)N1C(=O)c2ccccc2C1=O (configuration not stated)	0	2	0.8	1.2	18	-0.5	10	-7	-0.6
Cc1sc(N/N=C/c2cccnc2)nc1-c1ccc(Cl)cc1	-10	-24	0.7	/	0	-3.0	-26	2	0.9
O=C(Nc1ccc2oc(-c3cccnc3)nc2c1)c1cc2ccccc2o1	-5	1	0.3	/	14	-1.2	0	4	1.8
CCOC(=O)C(NCCc1ccccc1)(NC(C)=O)C(F)(F)F (configuration not stated)	-4	-3	0.0	1.2	2	-0.5	2	-6	0.2
COC(CNC(=O)C1CCCN(S(=O)(=O)c2c(C)noc2/C=C/c2cccs2)C1)OC (configuration not stated)	3	1	5.1	1.1	0	-3.3	4	3	0.3
Cc1ccc(-c2csc3nc(CSc4nnc(-c5ccc(Cl)cc5)n4C)[nH]c(=O)c23)cc1	0	-4	-0.1	/	-4	1.1	3	5	2.3
CN(C)CC(O)c1ccc(C=Cc2ccc(Cl)cc2)cc1 (configuration not stated)	-2	-8	2.4	1.1	-1	-3.4	-2	-9	0.1
CC1CN(Cc2nc3c(c(=O)[nH]c(=O)n3C)n2CCN2CCOCC2)CC(C)O1 (configuration not stated)	-5	0	-0.8	/	-2	-0.6	16	-1	0.1
CCc1nc(SCC(=O)c2ccccc2)c2ccccc2n1	0	-6	-0.6	0.3	5	-3.1	-1	-2	1.2
O=C(OCc1nnn(Cc2ccccc2)c1-c1c(COC(=O)c2ccccc2)nnn1Cc1ccccc1)c1ccccc1	-10	0	2.0	/	36	-2.6	/	/	-0.1
CN(CCC#N)C(=O)COC(=O)/C=C/c1cccs1	0	-2	-0.8	-0.2	-6	0.4	18	-4	-0.9
Cc1[nH]c2ccc(Cl)cc2c(=O)c1CN1CCCC1	0	2	-1.4	-0.3	-1	-10.0	-1	-8	-0.5
CC(CC1CC(C)(C)OC1=O)C(=O)Nc1ccc([N+](=O)[O-])cc1 (configuration not stated)	-2	-4	-0.8	1.4	0	-1.1	5	-10	-0.9
Cn1c(Cc2cccc3ccccc23)nnc1SCC(=O)N1CCN(c2ccccc2)CC1	?	-13	0.6	0.1	15	-2.2	8	16	0.9
Cc1nnc(SCCCn2c(N3CCN(c4ccccc4)CC3)nc3c2c(=O)[nH]c(=O)n3C)s1	-4	6	-0.5	/	23	-1.5	7	-1	0.1
COc1ccc(-c2ccc3[nH]c4c(c3c2)CCN2C(=O)[C@@H]([C@H](C)O)[C@@H](N(C)C(=O)Nc3cc(Cl)cc(Cl)c3)C[C@@H]42)cc1	3	-3	/	-0.2	16	41*	-12	-2	-0.1
COCCNC(=O)c1cn(Cc2c(F)cccc2Cl)nn1	-5	-1	-1.7	/	5	1.6	4	2	0.3
COc1ccc(C(=O)NC(Cc2ccc(OC(=O)c3ccc(OC)cc3)cc2)C(=O)O)cc1 (configuration not stated)	-4	-3	-0.8	-1.6	14	-0.5	0	0	0.4
Clc1ccc(-c2ccc(SCc3ccccn3)nn2)cc1	-4	-12	-0.2	/	-3	-2.1	-13	-1	-0.5
Cc1ccc(C(C(=O)NCc2ccccc2)N(C(=O)c2ccccn2)c2ccccc2)o1 (configuration not stated)	-2	-9	-0.3	1.3	11	-1.2	15	8	0.3
O=C(Nc1ccc(Cl)c(S(=O)(=O)Nc2ccccc2Cl)c1)c1cccs1	-1	-4	6.5	/	-4	0.3	1	2	0.2
CCc1ccc(N2CC(C(=O)Nc3nccs3)CC2=O)cc1 (configuration not stated)	-2	2	-0.7	/	8	-0.3	-4	-2	0.2
COCCNC(=O)c1cc(C(=O)CC(C)C)c[nH]1	-4	0	-0.6	0.8	9	-1.0	13	14	-0.1
CCOc1ccc(NC(=O)N2CCC(n3c(=O)[nH]c4ccccc43)CC2)cc1	0	-1	-1.1	1.5	11	0.2	-3	-2	-0.3
CCCCCCC1NC(C(=O)O)CS1 (configuration not stated)	-3	6	-1.0	/	0	-1.0	-9	4	-0.3
COc1ccc(Cn2nnnc2CN2CCC(O)(c3ccc(F)cc3)CC2)cc1	1	-2	0.5	2.6	23	0.3	-2	12	-0.9
O=C(Cc1cccc(C(F)(F)F)c1)Nc1cccc(S(=O)(=O)N2CCCC2)c1	2	3	0.8	1.4	3	-1.5	5	15	0.6
Cc1cc(Cl)ccc1OCC(=O)N1CCN(c2ncccn2)CC1	-3	-4	-1.3	1.4	17	-2.1	8	-1	-0.2

Continuation:
SMILES	Anthrax LF inh2	BoNT F protease	PfHsp40 rescue	TcdB GH inh	Y pestis TopoI	FadD28 FP inh	CCHFV vOTU inh	PrPC TRFRET	BoNT-A LC inh2
CC(C)[C@H](NC(=O)c1c(F)cccc1F)C(=O)OCC(=O)NNC(=O)c1ccccc1	-1	3	/	-0.3	-7	-1.8	-1	1	-0.5
N#Cc1c(N2CCOCC2)nc(N)c2c(N)nc3c(c12)CC(CCl)O3 (configuration not stated)	-6	-22	-1.2	2.4	6	-1.2	-31	7	-1.6
Cc1ccc(C(=O)Nc2cccc(NC(=O)c3ccc(C)o3)n2)o1	3	15	0.0	-0.8	4	-1.6	-2	-3	2.0
O=C(c1cc(-c2cccc(O)c2)on1)N1CCOCC1	-4	-5	0.1	-2.2	-1	-1.5	2	5	-0.5
COc1cccc(CN(CC2CCCO2)S(=O)(=O)c2ccc(S(=O)(=O)NCC3CCCO3)cc2)c1OC (configuration not stated)	-6	-5	2.5	/	10	-1.4	5	5	-0.7
O=C1c2cccnc2C(=O)N1Cc1ccc(F)cc1S(=O)(=O)NCc1ccco1	0	-5	1.5	1.5	2	-2.5	9	-2	-1.3
O=C(CN(C(=O)CNC(=O)c1ccco1)c1ccc2c(c1)OCCO2)NC1CCCCC1	-6	0	-1.4	1.4	5	-2.9	2	-6	0.9
O=C(Nc1cccc(S(=O)(=O)N2CCCCCC2)c1)C1CCN(C(=O)c2ccc(Cl)cc2)CC1	-4	?	0.0	-0.4	17	-0.5	-1	-1	0.3

Complete entries from above. Values in the order: Anthrax LF inh2, BoNT F protease, PfHsp40 rescue, TcdB GH inh, Y pestis TopoI, FadD28 FP inh, CCHFV vOTU inh, PrPC TRFRET, BoNT-A LC inh2
Entry for `O=C(CN(C(=O)CNC(=O)c1ccco1)c1ccc2c(c1)OCCO2)NC1CCCCC1` : -6, 0, -1.4, 1.4, 5, -2.9, 2, -6, 0.9
Entry for `O=C(c1cc(-c2cccc(O)c2)on1)N1CCOCC1` : -4, -5, 0.1, -2.2, -1, -1.5, 2, 5, -0.5
Entry for `N#Cc1c(N2CCOCC2)nc(N)c2c(N)nc3c(c12)CC(CCl)O3` (configuration not stated) : -6, -22, -1.2, 2.4, 6, -1.2, -31, 7, -1.6
Entry for `Cc1ccc(C(=O)Nc2cccc(NC(=O)c3ccc(C)o3)n2)o1` : 3, 15, 0.0, -0.8, 4, -1.6, -2, -3, 2.0
